From PubChem
Pemphigus Ab inh: inhibitors of pemphigus antibody binding to human desmoglein-3. DSG3-coupled beads, scFv-anti-DSG3-GFP binding, flow cytometry; active compounds read low. P32926. 310,000 tested, 0.48% active. AID 588358. binding (percent of control), % at 10 µM;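 active = binding more than 3 SD below its plate's average and above zero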;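 also: hits lower antibody fragment binding to DSG3; some compounds called inactive have numbers as strong as hits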
MOR-DOR inv ag: inverse agonists of human mu-delta opioid receptor heterodimerization | P35372+P41143 | cell-based MOR-DOR heterodimer luminescence, inverse agonism | inhibition, % at 9.3 µM | 340,000 tested, 0.21% active | AID 504357; in the data active = inhibition above about 22%, passing the limit was not always enough;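 also: 0% = cells with DMSO and 100% = wells without cells with DMSO; values of inactives mirror those of a sister screen read the other way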
V-ATPase pHluor: regulators of yeast V-ATPase proton transport; S. cerevisiae, pHLuorin cytosolic pH fluorescence; 350,000 tested, 0.37% active; response, % at 10 µM; in the data active = response mostly above about 7.3%, no sharp cut-off; inactive = mostly below about 5.4%; also: actives read high; inactives centre near 0; some compounds called inactive have numbers as strong as hits; reference of the scale not given here
HTR5A inv ctr: HTR5A inverse agonism, opioid heterodimer counter-screen | HTR5A cell line, luminescence | inhibition, % at 9.3 µM | AID 504634 | 340,000 tested, 0.083% active | P47898; in the data active = inhibition mostly above about 23%, no sharp cut-off; inactive = mostly below about 18%;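 also: 0% = cells with DMSO and 100% = no-cell wells with DMSO; some compounds called inactive have numbers as strong as hits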
PKA-R2B activ: PKA-R2B complex activation | 340,000 tested, 0.079% active | AID 504700 | PKA-R2B holoenzyme dissociation, Cy5-IP20 fluorescence polarization; R2B truncated from residue 108, S112A mutant; 0% DMSO only, 100% 113 µM cGMP | activation, % at 11.4 µM;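 active = activation above a cutoff set at the mean over all compounds plus 3 SD, cut at about 18% in these data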;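 also: higher means more holoenzyme dissociation and a rise in polarization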
Target sequence (P31323 whole entry, looked up, other chains not shown, the tested form may be a part): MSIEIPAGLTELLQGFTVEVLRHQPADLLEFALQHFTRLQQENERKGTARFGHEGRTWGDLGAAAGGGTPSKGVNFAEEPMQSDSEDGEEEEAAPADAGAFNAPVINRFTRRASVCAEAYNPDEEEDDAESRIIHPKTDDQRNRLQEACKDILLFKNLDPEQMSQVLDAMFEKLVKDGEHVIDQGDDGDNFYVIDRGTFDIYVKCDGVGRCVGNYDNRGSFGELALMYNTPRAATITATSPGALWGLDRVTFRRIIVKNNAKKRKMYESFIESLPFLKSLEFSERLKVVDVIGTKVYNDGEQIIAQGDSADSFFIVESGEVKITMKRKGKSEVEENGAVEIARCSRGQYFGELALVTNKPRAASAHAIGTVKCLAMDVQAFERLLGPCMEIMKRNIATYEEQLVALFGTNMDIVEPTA
PKA-R1A activ: activates the PKA-R1A holoenzyme complex; activation, % at 11.4 µM; 340,000 tested, 0.083% active; AID 504707; PKA-R1A dissociation, Cy5-IP20 fluorescence polarization; scaled: DMSO 0%, 113 µM cGMP 100%; P00514+P68181;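 active = percent activation above the mean of all tested compounds plus 3 SD, cut at about 19% in these data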;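 also: higher means more PKAc released from R1A so a rise in polarization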
DAGLB inhibitor: diacylglycerol lipase beta (human) inhibition | HEK293T DAGLB membrane lysate, EnzChek fluorogenic substrate | inhibition, % at 5.17 µM | 340,000 tested, 0.059% active; in the data active = inhibition above about 34%;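 also: 0% = enzyme with vehicle and 100% = wells lacking enzyme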
Target sequence (Q8NCG7 whole entry, looked up): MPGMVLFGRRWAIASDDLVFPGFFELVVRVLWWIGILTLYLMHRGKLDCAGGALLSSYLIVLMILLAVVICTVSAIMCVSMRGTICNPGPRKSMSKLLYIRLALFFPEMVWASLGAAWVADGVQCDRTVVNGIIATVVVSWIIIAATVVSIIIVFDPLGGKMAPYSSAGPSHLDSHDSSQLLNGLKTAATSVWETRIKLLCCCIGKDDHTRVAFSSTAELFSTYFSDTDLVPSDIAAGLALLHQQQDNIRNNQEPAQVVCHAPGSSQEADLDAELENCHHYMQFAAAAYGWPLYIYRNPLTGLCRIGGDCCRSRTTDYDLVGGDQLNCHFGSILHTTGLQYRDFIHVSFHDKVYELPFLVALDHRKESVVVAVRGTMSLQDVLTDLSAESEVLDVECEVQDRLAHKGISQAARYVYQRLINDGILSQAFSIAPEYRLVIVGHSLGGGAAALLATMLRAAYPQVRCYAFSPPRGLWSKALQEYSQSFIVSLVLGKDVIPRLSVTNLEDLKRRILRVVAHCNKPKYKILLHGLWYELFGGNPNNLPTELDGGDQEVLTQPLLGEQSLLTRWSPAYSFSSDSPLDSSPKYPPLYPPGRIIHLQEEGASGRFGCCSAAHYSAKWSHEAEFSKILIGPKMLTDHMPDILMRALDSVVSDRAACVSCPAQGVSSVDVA
MOR-DOR ag: agonists of human mu-delta opioid receptor heterodimerization. 340,000 tested, 0.3% active. activation, % at 9.3 µM. AID 504326. cells, OPRM1-OPRD1 heterodimerization, luminescence; in the data active = activation above about 18%;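 also: 0% = vehicle-treated cells and 100% = reference agonist; values of inactives mirror those of a sister screen read the other way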
HTR5A ag ctr: activates human HTR5A in OPRM1-OPRD1 agonist counter-screen | HTR5A agonist assay, luminescence, cell-based | 340,000 tested, 0.61% active | P47898 | AID 504692 | activation, % at 9.3 µM; in the data active = activation mostly above about 9.5%, no sharp cut-off; inactive = mostly below about 7.6%;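 also: 0% = cells with vehicle only and 100% = reference agonist; strong numbers were not always called active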
Arrestin-AP2 inh: blocks beta-arrestin peptide binding to AP2 adaptin; FITC-arrestin peptide / GST-AP2 beads, flow cytometry; AP2 beta2 appendage carries R879A mutation; 340,000 tested, 0.31% active; inhibition, % at 10 µM;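 active = inhibition above a set limit, near 3 SD of compounds lacking own fluorescence, cut at about 54% in these data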;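 also: plate controls were DMSO wells for no effect and 5 µM unlabelled arrestin peptide for full effect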
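Measured by: flow cytometry, FL1 (488/535 nm); Material: AP2 appendage R879A on GSH beads; Evaluation: percent response; Timing: pre-incubation 12 min, peptide binding 1 h, room temperature; Also added: 50 nM FITC-arrestin peptide; Medium: PBS with 0.05% Tween 20 and 0.1% BSA.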
Starred values were filed as active, the others as inactive. Rows are unselected. About 2.4% of those tested had a hit in this group.

Screening CC(=O)Nc1ccc(NC(=O)C(C)OC(=O)c2ccccc2C(=O)c2ccc(Cl)c([N+](=O)[O-])c2)cc1 (configuration not stated) returned Pemphigus Ab inh 112, MOR-DOR inv ag 14, V-ATPase pHluor 1, HTR5A inv ctr 7, PKA-R2B activ -9, PKA-R1A activ -10, DAGLB inhibitor 0, MOR-DOR ag -2.7, HTR5A ag ctr -1 and Arrestin-AP2 inh -4.
For CCCCCCCCC(=O)NCCOc1ccccc1 the results were Pemphigus Ab inh 97, MOR-DOR inv ag 0, V-ATPase pHluor 2, HTR5A inv ctr -12, PKA-R2B activ -3, PKA-R1A activ 0, DAGLB inhibitor -3, MOR-DOR ag 0.0, HTR5A ag ctr -1 and Arrestin-AP2 inh -2.
CCN(CC)S(=O)(=O)c1cccc(NC(=O)c2ccc(Sc3nncn3C)c([N+](=O)[O-])c2)c1 was read as Pemphigus Ab inh 91, MOR-DOR inv ag -12, V-ATPase pHluor 0, HTR5A inv ctr -29, PKA-R2B activ 0, PKA-R1A activ -6, DAGLB inhibitor 1, MOR-DOR ag 2.4, HTR5A ag ctr -2 and Arrestin-AP2 inh 1.
COc1ccccc1CC(=O)NNC(=O)CN(C)S(=O)(=O)c1ccc(Cl)cc1 was read as Pemphigus Ab inh 107, MOR-DOR inv ag 8, V-ATPase pHluor 3, HTR5A inv ctr 1, PKA-R2B activ -7, PKA-R1A activ 6, DAGLB inhibitor 3, MOR-DOR ag -1.5, HTR5A ag ctr 0 and Arrestin-AP2 inh 8.
Screening COC(=O)c1cccc(NC(=O)CN2CCN(Cc3ccccc3)CC2)c1 returned Pemphigus Ab inh 102, MOR-DOR inv ag 14, V-ATPase pHluor 2, HTR5A inv ctr -26, PKA-R2B activ -3, PKA-R1A activ -13, DAGLB inhibitor 1, MOR-DOR ag -2.4, HTR5A ag ctr 2 and Arrestin-AP2 inh -16.
For Cc1cccnc1NC(=O)c1c(O)c2ccccc2n(C)c1=O the results were MOR-DOR inv ag 5, V-ATPase pHluor 6, HTR5A inv ctr 1, PKA-R2B activ -21, PKA-R1A activ -5, DAGLB inhibitor -1, MOR-DOR ag -1.1, HTR5A ag ctr -3 and Arrestin-AP2 inh 16.
Screening COc1cccc(C(=O)O/N=C/c2ccc(Sc3ccc(C)cc3)nc2)c1 returned Pemphigus Ab inh 93, MOR-DOR inv ag 14, V-ATPase pHluor 0, HTR5A inv ctr -4, PKA-R2B activ -11, PKA-R1A activ -5, DAGLB inhibitor -2, MOR-DOR ag -2.9, HTR5A ag ctr 0 and Arrestin-AP2 inh 22.
Screening O[C@@H]1C[C@H](c2ccc(Cl)cc2)N(CC2CCCCC2)C[C@H]1n1cc(C2CC2)nn1 returned V-ATPase pHluor -2, PKA-R2B activ 3, PKA-R1A activ -5 and DAGLB inhibitor -5.
O=C(CN1CCCN(Cc2ccc(F)cc2Cl)C1=O)NCc1ccccc1 was read as Pemphigus Ab inh 97, MOR-DOR inv ag 13, V-ATPase pHluor -2, HTR5A inv ctr -6, PKA-R2B activ 3, PKA-R1A activ -14, DAGLB inhibitor 1, MOR-DOR ag -2.2, HTR5A ag ctr -3 and Arrestin-AP2 inh 15.
For CC1CN(C(=O)c2cccc(Oc3ccccc3)c2)CC(C)O1 (configuration not stated) the results were MOR-DOR inv ag 21, V-ATPase pHluor -4, HTR5A inv ctr -8, PKA-R2B activ 1, PKA-R1A activ -1, DAGLB inhibitor -1, MOR-DOR ag -4.2, HTR5A ag ctr 3 and Arrestin-AP2 inh 31.
COc1ccnc(NCc2cccc(C(F)(F)F)c2)c1C#N was read as Pemphigus Ab inh 100, MOR-DOR inv ag -13, V-ATPase pHluor -2, HTR5A inv ctr -20, PKA-R2B activ -6, PKA-R1A activ -4, DAGLB inhibitor -6, MOR-DOR ag 2.3, HTR5A ag ctr 3 and Arrestin-AP2 inh -7.
For CC1=C(C(N)=O)C(c2cccs2)n2nc(-c3cccc(C)c3)nc2N1 (configuration not stated) the results were MOR-DOR inv ag 15, V-ATPase pHluor 0, HTR5A inv ctr 17, PKA-R2B activ 0, PKA-R1A activ 7, DAGLB inhibitor 1, MOR-DOR ag -2.3, HTR5A ag ctr -1 and Arrestin-AP2 inh 21.
For CCSCc1nnc(SCC(=O)Nc2ccc(OC)cc2)n1C the results were Pemphigus Ab inh 110, MOR-DOR inv ag 11, V-ATPase pHluor -2, HTR5A inv ctr 10, PKA-R2B activ 4, PKA-R1A activ 8, DAGLB inhibitor 1, MOR-DOR ag -2.2, HTR5A ag ctr -4 and Arrestin-AP2 inh -27.
Screening CCc1ccc(NC(=O)c2n[nH]c(=O)c3ccccc23)cc1 returned Pemphigus Ab inh 92, MOR-DOR inv ag -36, V-ATPase pHluor 0, HTR5A inv ctr -34, PKA-R2B activ 5, PKA-R1A activ 3, DAGLB inhibitor -4, MOR-DOR ag 6.8, HTR5A ag ctr 1 and Arrestin-AP2 inh -18.
`CC(=O)N(CN1C(=O)c2ccccc2C1=O)c1ccc2c(c1)oc1ccccc12` gave Pemphigus Ab inh 99, MOR-DOR inv ag 11, V-ATPase pHluor -4, HTR5A inv ctr -4, PKA-R2B activ 5, PKA-R1A activ -2, DAGLB inhibitor 0, MOR-DOR ag -1.8, HTR5A ag ctr 1 and Arrestin-AP2 inh 28.
`COc1ccccc1CNC(=O)CCCn1nc(C)c2c(C)n(-c3ccccc3)nc2c1=O` gave Pemphigus Ab inh 86, MOR-DOR inv ag 11, V-ATPase pHluor -2, HTR5A inv ctr 1, PKA-R2B activ -5, PKA-R1A activ -6, DAGLB inhibitor -1, MOR-DOR ag -2.2, HTR5A ag ctr 2 and Arrestin-AP2 inh -13.
`Cc1ccc(NC(=O)CCc2c(C)nc3ncnn3c2C)cc1` gave Pemphigus Ab inh 98, MOR-DOR inv ag 13, V-ATPase pHluor -3, HTR5A inv ctr 4, PKA-R2B activ -6, PKA-R1A activ -2, DAGLB inhibitor -1, MOR-DOR ag -3.0, HTR5A ag ctr -1 and Arrestin-AP2 inh 3.
CCOC(=O)c1cc(NC(=O)CSc2nnc(CN3CCOCC3)n2C)ccc1Cl was read as Pemphigus Ab inh 100, MOR-DOR inv ag -4, V-ATPase pHluor 0, HTR5A inv ctr -6, PKA-R2B activ -6, PKA-R1A activ -1, DAGLB inhibitor 2, MOR-DOR ag 0.8, HTR5A ag ctr 5 and Arrestin-AP2 inh 5.
COc1ccc(C(=O)NC(C)Cc2cnccn2)cc1OC1CCN(C(C)C)CC1 (configuration not stated) was read as Pemphigus Ab inh 92, MOR-DOR inv ag 15, V-ATPase pHluor -1, HTR5A inv ctr 16, PKA-R2B activ 2, PKA-R1A activ -20, DAGLB inhibitor 1, MOR-DOR ag -2.9, HTR5A ag ctr 5 and Arrestin-AP2 inh -7.
Screening Cc1cc(N=Nc2ccccc2C(=O)O)c(C)c(C)c1O returned Pemphigus Ab inh 102, MOR-DOR inv ag 20, V-ATPase pHluor 0, HTR5A inv ctr 2, PKA-R2B activ 6, PKA-R1A activ 3, DAGLB inhibitor 35*, MOR-DOR ag -3.7, HTR5A ag ctr 2 and Arrestin-AP2 inh 39.
CCOC(=O)c1cc(S(=O)(=O)NC2CCCCC2)cn1C was read as MOR-DOR inv ag 9, V-ATPase pHluor -6, HTR5A inv ctr 5, PKA-R2B activ -16, PKA-R1A activ -13, DAGLB inhibitor -2, MOR-DOR ag -1.8, HTR5A ag ctr -7 and Arrestin-AP2 inh 4.
For COc1cc(C(=O)Oc2cccc(/C=N/NC(=O)c3cc(C)[nH]n3)c2)cc(OC)c1OC the results were MOR-DOR inv ag 6, V-ATPase pHluor -2, HTR5A inv ctr -4, PKA-R2B activ 1, PKA-R1A activ 5, DAGLB inhibitor -1, MOR-DOR ag -0.9, HTR5A ag ctr 1 and Arrestin-AP2 inh 23.
Screening CC(C)(C)c1ccc(C2=CSC3=NCCN23)cc1 returned Pemphigus Ab inh 115, MOR-DOR inv ag 10, V-ATPase pHluor -1, HTR5A inv ctr 3, PKA-R2B activ 1, PKA-R1A activ 2, DAGLB inhibitor 0, MOR-DOR ag -1.8, HTR5A ag ctr 1 and Arrestin-AP2 inh -4.
COc1ccc2nc(NC(=O)CSc3nccc(C)n3)sc2c1 was read as MOR-DOR inv ag 4, V-ATPase pHluor 1, HTR5A inv ctr 2, PKA-R2B activ 0, PKA-R1A activ -11, DAGLB inhibitor 0, MOR-DOR ag -0.7, HTR5A ag ctr 1 and Arrestin-AP2 inh 5.
Nc1nc(-c2cc(-c3ccccc3)no2)cs1 was read as Pemphigus Ab inh 97, MOR-DOR inv ag 9, V-ATPase pHluor 3, HTR5A inv ctr 4, PKA-R2B activ 1, PKA-R1A activ 0, DAGLB inhibitor -1, MOR-DOR ag -2.0, HTR5A ag ctr -1 and Arrestin-AP2 inh 6.
`C[C@@H]1CCCCO[C@H](CN(C)C(=O)Nc2ccc(F)cc2)[C@@H](C)CN([C@H](C)CO)C(=O)c2cc(NC(=O)c3ccccc3)ccc2O1` gave Pemphigus Ab inh 100, V-ATPase pHluor -2, PKA-R2B activ 2, PKA-R1A activ -9 and DAGLB inhibitor 0.
`O=C(NC1CCCCCC1)C(Cc1ccccc1)n1cccc1` (configuration not stated) gave Pemphigus Ab inh 102, MOR-DOR inv ag 3, V-ATPase pHluor -1, HTR5A inv ctr -9, PKA-R2B activ -1, PKA-R1A activ -8, DAGLB inhibitor -2, MOR-DOR ag -0.6, HTR5A ag ctr 3 and Arrestin-AP2 inh 34.
Cc1ccsc1C(=O)NCc1ccccc1Cl was read as Pemphigus Ab inh 125, MOR-DOR inv ag -4, V-ATPase pHluor 2, HTR5A inv ctr -1, PKA-R2B activ -4, PKA-R1A activ 8, DAGLB inhibitor 0, MOR-DOR ag 0.5, HTR5A ag ctr 0 and Arrestin-AP2 inh -7.
`Cc1cccc(N(C(=O)Cn2nnc(-c3ccccc3F)n2)C(C(=O)NC(C)(C)C)c2ccncc2)c1` (configuration not stated) gave Pemphigus Ab inh 108, MOR-DOR inv ag 6, V-ATPase pHluor -3, HTR5A inv ctr -4, PKA-R2B activ 3, PKA-R1A activ 6, DAGLB inhibitor -1, MOR-DOR ag -1.3, HTR5A ag ctr 2 and Arrestin-AP2 inh -2.
`CCc1ccc(NC(=O)N2CCN(C(=O)C3CCCO3)CC2)cc1` (configuration not stated) gave Pemphigus Ab inh 98, MOR-DOR inv ag 5, V-ATPase pHluor 1, HTR5A inv ctr -11, PKA-R2B activ 1, PKA-R1A activ -9, DAGLB inhibitor 0, MOR-DOR ag -0.8, HTR5A ag ctr 1 and Arrestin-AP2 inh 13.
For S=C(Nc1ccc(OCc2ccccc2)cc1)Nc1cccc(Cl)c1Cl the results were Pemphigus Ab inh 104, MOR-DOR inv ag -9, V-ATPase pHluor -4, HTR5A inv ctr -13, PKA-R2B activ 4, PKA-R1A activ 3, DAGLB inhibitor 0, MOR-DOR ag 1.7, HTR5A ag ctr 4 and Arrestin-AP2 inh -2.
